Bioassay records as filed in PubChem.
HADH2 inh: HADH2 (human) dehydrogenase inhibition | Potency, µM (doses to about 57.1 µM), for inactives: at the top dose activity change, negative = inhibition, actives largely listed as inhibitors | Q99714 | recombinant HADH2, NADH fluorescence, beta-hydroxybutyryl-CoA | actives 3.4% (n = 73,000); note: potency is the fitted concentration of half-maximal effect; % is set by controls: 0 for no effect and ±100 for the full control effect; nearly all actives have a fitted effect of over 60% in size; many of its hits are not listed in these tables
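NADH fluorescence (ex 360/em 450 nm) read every 30 s for 4 min; activity taken as last-minus-first time point difference. Enzyme 20 nM, NAD+ 1 mM, beta-hydroxybutyryl-CoA 90 uM, pH 9.0 Tris buffer.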
USP2a inh: USP2a (human) protease inhibition; USP2a enzymatic assay, qHTS inhibition; Potency, µM (highest dose often 38.3 µM), inactives show at the highest dose activity change, negative = inhibition, most hits filed as inhibitors; actives 0.1% (n = 60,000); AID 927;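 note: potency is the fitted concentration of half-maximal effect; nearly all actives have a fitted effect of over 60% in size; plate controls were DMSO for no effect and NEM full inhibition control for full effect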
Target sequence (O75604 whole entry, looked up): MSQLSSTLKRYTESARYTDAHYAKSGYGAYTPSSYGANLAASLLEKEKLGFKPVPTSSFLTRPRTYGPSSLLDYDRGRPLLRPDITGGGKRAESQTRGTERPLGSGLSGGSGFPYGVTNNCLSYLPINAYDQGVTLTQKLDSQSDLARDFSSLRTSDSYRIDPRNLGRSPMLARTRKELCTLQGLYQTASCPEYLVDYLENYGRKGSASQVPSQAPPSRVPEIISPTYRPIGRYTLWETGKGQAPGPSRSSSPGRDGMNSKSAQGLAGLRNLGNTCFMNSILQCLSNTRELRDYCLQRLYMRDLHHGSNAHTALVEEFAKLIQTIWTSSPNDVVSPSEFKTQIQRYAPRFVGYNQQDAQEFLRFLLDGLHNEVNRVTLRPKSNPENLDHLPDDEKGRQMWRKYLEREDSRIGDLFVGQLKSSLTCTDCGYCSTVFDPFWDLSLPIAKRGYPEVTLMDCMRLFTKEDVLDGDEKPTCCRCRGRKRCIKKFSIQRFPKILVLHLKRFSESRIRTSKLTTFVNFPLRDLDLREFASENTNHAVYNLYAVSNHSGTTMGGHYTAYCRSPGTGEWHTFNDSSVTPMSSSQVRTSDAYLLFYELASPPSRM
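Inhibition is measured in a cell-free coupled assay with 20 nM USP2 core, 20 nM Ub-PLA2 and 20 uM NBD C6-HPC, 2.5 h incubation. Activity normalized to NEM control.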
Caspase-7 inhib: caspase-7 (human) inhibition, allosteric or competitive | recombinant caspase-7, Ac-DEVD-AFC fluorescence rate | Potency, µM (titrated, usually from 57.5 µM), for the others: at the highest dose activity change, negative = inhibition, usual class: inhibitors | actives 0.02% (n = 75,000); active = well fitted inhibition curve with a large enough effect in the main read-out, with a control signal flat, not every such curve was filed as active; inconclusive = small, poorly fitted or top-dose-only effect, or a change in a side signal; note: potency is the fitted concentration of half-maximal effect; % of control where 0% means no effect
DNA Pol III inh: blocks replication by bacterial DNA polymerase III holoenzyme. reconstituted DNA polymerase III holoenzyme replication, biochemical. Potency, µM (top dose mostly 57.1 µM), for inactives: top-dose activity change, negative = inhibition. AID 603. actives 0.25% (n = 71,000); note: potency is the fitted concentration of half-maximal effect; % is set by controls: 0 for no effect and ±100 for the full control effect
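Reconstituted *E. coli* holoenzyme (0.35 nM Pol III, 1 nM beta, 154 nM SSB, 2 nM primase) was preincubated with compound for 15 min at RT. Synthesis on 1.4 nM ssM13Gori ran 35 min, then was stopped with PicoGreen/EDTA and read as dsDNA fluorescence.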
BRCT PPI red: inhibitors of human BRCA1 BRCT-phosphoprotein interaction (red fluorophore); actives 0.03% (n = 75,000); BRCT-phosphopeptide binding, red fluorescence polarization; Potency, µM (top dose mostly 76.9 µM), for inactives: at the top dose activity change, negative = inhibition, most hits filed as inhibitors; note: % is set by controls: 0 for no effect and ±100 for the full control effect
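Rhodamine-labelled pBACH1 10-mer (100 nM) bound to BRCT domain (100 nM) at pH 7.3; compounds incubated 12 min room temperature, polarization read. Free peptide defines full inhibition; unlabelled decapeptide titrated as control.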
Rhodamine autofl: compound autofluorescence in rhodamine spectral region | max dye-equivalent concentration, M | actives 0.05% (n = 59,000) | AID 594 | Rhodamine-region fluorescence, 547/598 nm, Tris buffer; stronger effect = higher value; in the data active = max dye-equivalent concentration above about 11 nM; inconclusive = between about 1.1 nM and that limit
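qHTS spectral profiling of compounds without any target or enzyme present, in pH 8.0 Tris buffer; plates were read after a 15-minute room-temperature incubation using the rhodamine-region filter set.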
ALOX15 inhib: inhibitors of human 15-lipoxygenase (ALOX15); P16050; purified 15hLO-1, xylenol orange hydroperoxide absorbance; Potency, µM (titrated, usually from 57.1 µM), without a hit: top-dose activity change, negative = inhibition, hits mostly inhibitors; actives 1.4% (n = 74,000); AID 887; note: potency is the fitted concentration of half-maximal effect; % is set by controls: 0 for no effect and ±100 for the full control effect; nearly all actives have a fitted effect of over 55% in size
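Quantitative HTS in 25 mM Hepes pH 7.5 containing 0.01% Triton X-100: human 15hLO-1 at 40 nM, arachidonic acid at 50 uM, 6 min turnover. Product quantified via ferrous oxidation/xylenol orange, 573:405 nm absorbance ratio.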
HEK293 cAMP ctrl: counter-screen for TSHR agonists: cAMP increase in parental HEK293 | parental HEK293 CNG cAMP sensor, membrane potential fluorescence | Potency, µM (top dose mostly 57.1 µM), without a hit: top-dose activation, most hits filed as activators | actives 2.5% (n = 73,000) | AID 938; note: potency is the fitted concentration of half-maximal effect; % of control where 0% means no effect; nearly all actives have a fitted effect of over 55% in size
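Parental HEK 293 cells stably expressing a modified CNG channel (no TSHR) report cAMP rise as membrane depolarization. Membrane potential dye with 100 uM RO 20-1724 was loaded for 60 min at room temperature, then compound added for 30 min; fluorescence read at 590 nm.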
Casp1 inh: allosteric or competitive inhibitors of human caspase-1; Caspase-1 enzyme, Ac-WEHD-AFC fluorogenic rate; Potency, µM (doses to about 57.5 µM), inactives show at the highest dose activity change, negative = inhibition, hits mostly inhibitors; actives 0.03% (n = 75,000); AID 900;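 note: potency is the fitted concentration of half-maximal effect; plate controls were vehicle for no effect and no substrate for full effect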
Target sequence (P29466 120-297 limits assumed): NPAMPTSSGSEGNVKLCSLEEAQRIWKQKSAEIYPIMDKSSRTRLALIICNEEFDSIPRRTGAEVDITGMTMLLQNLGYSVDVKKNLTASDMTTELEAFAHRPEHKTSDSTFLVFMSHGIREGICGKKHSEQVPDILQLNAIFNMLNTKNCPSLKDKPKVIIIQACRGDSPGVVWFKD
Target sequence (P29466 317-404 limits assumed): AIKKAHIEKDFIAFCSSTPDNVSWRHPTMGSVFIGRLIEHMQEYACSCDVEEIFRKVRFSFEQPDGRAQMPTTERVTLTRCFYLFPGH
Tau filament bind: tau filament binding | recombinant tau filaments, thioflavin S fluorescence, 15 h; filaments grown with octadecylsulfate alongside compound | Potency, µM (top dose mostly 57.1 µM), inactives show top-dose activity change, negative = inhibition | actives 2% (n = 71,000) | AID 596;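 note: potency is the fitted concentration of half-maximal effect; % is set by controls: 0 for no effect and ±100 for the full control effect; actives lower thioflavin S fluorescence by blocking filaments or displacing dye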
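His-tagged recombinant human tau (exons 2, 3, 10; 1 uM final) fibrillized with 30 uM sodium octadecylsulfate, 15 h at 37 C, in pH 7.4 HEPES buffer with 10 uM thioflavine S and 5 mM DTT. Reduced ThS fluorescence (450/510 nm) marks activity.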
BRCT inh green: BRCA1 BRCT-phosphoprotein interaction inhibition; P38398; BRCA1 BRCT-phosphopeptide binding, green fluorescence polarization; Potency, µM (top dose mostly 76.9 µM), inactives show at the highest dose activity change, negative = inhibition, hits mostly inhibitors; actives 0.05% (n = 75,000); AID 875;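 note: potency is the fitted concentration of half-maximal effect; plate controls were peptide without protein for full effect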
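Fluorescence polarization: His-tagged BRCT (~35 kDa BRCA1 C-terminus, 250 nM) bound to 100 nM fluorescein-labeled phosphorylated 10-aa BACH1 peptide, pH 7.3 phosphate buffer with DTT and Tween 20. Compounds incubated 12 min at room temperature; inhibition read as lowered polarization.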
Starred values were filed as active, the others as inactive; i = inactive; ? = inconclusive; nt = not tested or not shown; & = joins results of further samples; ! = a repeat was not active; [ ] = remark or other dose. Unless noted, calls come from the whole dose curve; as a rule, active = well fitted curve in the direction sought with a large enough effect; inconclusive = small, poorly fitted or top-dose-only effect, or another doubt; inactive = no such curve, though single readings can be large; an effect the other way counts as inactive or inconclusive. Not all compounds are listed, so the mix of outcomes need not match the whole.

Order of results – Rhodamine autofl	BRCT inh green	ALOX15 inhib	Casp1 inh	HEK293 cAMP ctrl	BRCT PPI red	DNA Pol III inh	HADH2 inh	USP2a inh	Tau filament bind	Caspase-7 inhib
- Cn1nnnc1SCc1nnc(-c2ccc(Cl)cc2)o1
→ i	-2.1%	-1.8%	0.5%	7.5%	-0.6%	-11.0%	14.3%	1.9%	-9.6%	0.4%[0.00368 µM]
- CCC(=O)Nc1c(C)c(CC)nc2ccccc12
→ i	0.3%	5.4%	0.2%	17.0%	-0.2%	4.8%	-8.5%	3.1%	0.3%	-1.0%
- c1ccc2sc(SCc3ccc(-c4nnco4)cc3)nc2c1
→ i	1.2%	-6.2%	-2.9%	?	-1.7%	1.6%	11.9%	15.3%	45.7%	-7.0%
- CCOC(=O)C1CCCN(Cc2c(F)cccc2Cl)C1 (stereo not drawn)
→ i	-1.3%	0.2%	0.7%	13.4%	-0.7%	-4.0%	10.5%	-3.0%	-16.9%	0.1%
- CC(=O)N[C@@H](CC(=O)O)C(=O)N[C@@H](CCC(=O)O)C(=O)O
→ i	-2.2%	-9.1%&3.1%[25.6 µM]	1.8%	0.9%	1.2%	20µM*!	-1.7%	-5.3%[17.1 µM]	-19.6%	1.0%
- CS(=O)(=O)Nc1ccc2c(c1)nc1n2CCOC1
→ i	-5.6%	4.1%	-0.4%	1.1%	-0.3%	-1.0%	0.1%	-0.5%	1.3%	-0.4%
- COc1ccc(-c2noc(-c3ccccc3C(=O)Nc3cccnc3)n2)cc1
→ i	0.9%	2.5%	-3.5%	?	-0.2%	1.8%	21.4%	52.3%[activator]	15.5%	0.6%
- Cc1cc(O)cc(O)c1C(=O)O
→ nt	-1.4%	-4.0%	-2.1%	nt	1.0%	nt	nt	-1.6%	nt	1.8%
- CC(C)CN1CCC2(CC1)CCN(S(=O)(=O)c1ccccc1)CC2
→ i	-1.9%	11.0%	-5.1%	12.1%	-0.8%	-5.1%	-0.4%	-1.2%	10.4%	-0.2%
- COc1ccc2c(c1)CCc1c(C(=O)N3CCCCCC3)noc1-2
→ i	2.1%	-17.9%	-1.0%	25.5%	0.4%	1.8%	-18.5%	-8.1%	27.1%	-1.9%
- COc1ccc(C2C3=C(CCCC3=O)Nc3nc(C(F)(F)F)nn32)c(OC)c1OC (stereo not drawn)
→ i	0.2%	-0.4%	-3.4%	3.5%	-0.3%	1.1%	-9.3%	6.9%	-2.1%	-1.3%
- O=C(c1cccnc1NCc1ccc(F)cc1)N1CCOCC1
→ i	0.7%	10.9%	-1.1%	6.0%	-0.1%	-5.2%	-1.1%	-2.9%	-9.2%	0.8%
- CN(Cc1ccccc1)c1nc2c(c(=O)n(C)c(=O)n2C)n1CCCc1ccccc1
→ i	-5.3%	-27.6%	-3.4%	29.3%	0.4%	0.6%	5.2%	-6.6%	21.4%	-3.7%
- O=C(Cn1nnc2ccccc2c1=O)NCc1ccco1
→ i	-2.4%	10.1%	0.6%	-1.6%	-0.5%	-4.2%	1.5%	-8.7%	4.2%	0.7%[0.00368 µM]
- CC1(C)OCC([C@H](O)C2=CCCCC2=O)CO1
→ nt	-0.7%[15.4 µM]	6.5%[11.4 µM]	-4.4%[11.5 µM]	10.0%[11.4 µM]	0.4%[15.4 µM]	nt	1.3%[11.4 µM]	nt	nt	-0.1%[11.5 µM]
- CC(C)n1c(SCC(=O)c2ccc3c(c2)OCCO3)nc2c1c(=O)n(C)c(=O)n2C
→ i	-0.2%	-6.1%	0.4%	14.4%	0.4%	-4.9%	-9.2%	-0.6%	-4.6%	2.0%
- c1csc(-c2nn3c(Cn4nnc5ccccc54)nnc3s2)c1
→ i	1.0%	6.4%	-0.6%	?	0.0%	-4.6%	1.4%	-0.8%	-13.4%	-0.4%
- CC1CC(c2ccccc2)n2nc(NC(=O)CCc3ccccc3)nc2N1 (stereo not drawn)
→ i	-0.5%	26.6%	-1.5%	?	-0.6%	-6.0%	-3.0%	8.0%	-1.2%	-1.5%
- COc1cccc(-c2cc(C(=O)Nc3ccc(OC)c(OC)c3)no2)c1
→ i	-1.6%	-2.3%	-0.8%	2.8%	-1.1%	0.5%	9.7%	1.8%	-0.4%	0.6%
- O=C(O)C1CCCCC1C(=O)NCc1ccc(F)cc1 (stereo not drawn)
→ i	-0.1%	1.5%	0.1%	6.5%	0.1%	-3.8%	-0.3%	4.4%	-4.0%	2.5%
- Cc1cccc(-n2nnc(C(=O)Nc3ccc(F)cc3)c2N)c1
→ i	-7.6%	?	-2.1%	22.4%	-0.2%	-4.9%	0.5%	-6.4%	171.2%	0.7%
- CN(C)C(=O)CSc1nnc(CCNC(=O)OC(C)(C)C)o1
→ i	-3.0%	12.3%	-1.0%	4.5%	0.7%	3.0%	-6.8%	5.8%	0.4%	0.2%
- CCn1c(SCC(=O)c2cc(OC)ccc2OC)nnc1C(C)C
→ i	-0.1%	-3.2%	0.1%	17.7%	0.4%	-5.3%	-25.6%	1.3%	-4.2%	1.1%
- CCOc1ccccc1Nc1ccc(N)cc1S(=O)(=O)O
→ i	-1.2%[15.4 µM]	-4.2%[11.4 µM]	0.0%[11.5 µM]	9.9%[11.4 µM]	0.1%[15.4 µM]	-10.2%[11.4 µM]	?	nt	-14.4%[11.4 µM]	0.9%[11.5 µM]
- Cc1ccc(-c2nnc(N(C)C(=O)C3CCCO3)s2)cn1 (stereo not drawn)
→ i	-0.5%	-9.7%	-1.8%	-2.6%	-2.7%	-7.8%	25.6%	-6.0%	-3.0%	-1.1%
- O=C(O)c1ccc(CN2C(=O)c3ccccc3S2(=O)=O)cc1
→ i	-1.4%	3.2%	0.3%	-3.3%	0.6%	-2.6%	-7.1%	-3.1%	6.8%	-0.7%
- CC(C)[N+](C)(CCOC(=O)C1c2ccccc2Oc2ccccc21)C(C)C
→ i	-2.8%[3.08 µM]	-9.6%	1.9%	5.5%[25.6 µM]	1.0%	-1.1%[25.6 µM]	-0.8%[25.6 µM]	-12.3%	13.8%[25.6 µM]	-0.4%
- O=C(CSCc1ccccc1)N1CCN(c2ccc(F)cc2)CC1
→ nt	-1.8%	4.4%[11.4 µM]	-1.8%	?	0.1%	11.3%[11.4 µM]	5.8%[11.4 µM]	3.6%[7.66 µM]	-17.0%[11.4 µM]	-0.2%
- COCCn1c(=O)cnc2cnc(Oc3cccc(Cl)c3)nc21
→ i	-1.0%	-1.2%	-0.5%	?	-0.5%	-9.8%	-1.1%	-10.4%	-4.1%	-5.2%
- COc1ccc(C(C)C(=O)c2ccc(O)cc2O)cc1 (stereo not drawn)
→ nt	-2.2%[3.08 µM]	-12.4%	-1.9%	nt	-2.3%	nt	nt	1.0%	nt	0.2%
- c1ccc(-c2n[nH]nc2-c2ccccc2)cc1
→ i	-0.6%	?	0.0%	7.9%	-1.2%	-3.5%	-11.9%	-13.3%	-3.5%	-1.6%
- CCOCC(=O)Nc1cc(C(=O)OC)ccc1C(=O)OC
→ i	0.3%	0.8%	-3.1%	19.6%	-1.8%	0.3%	7.4%	-10.4%	6.6%	-5.4%
- CCSc1nc2c(c(=O)[nH]1)C(C(C)C)C(C#N)=C(N)O2 (stereo not drawn)
→ nt	-2.6%	-1.4%	1.2%	8.8%	-0.9%	0.8%	10.1%	nt	11.4%	-1.2%
- O=C(CCCCC(=O)NCc1cccs1)NCc1cccs1
→ i	-0.2%	-1.0%	0.5%	2.2%	0.2%	-6.1%	2.0%	-0.6%	4.5%	1.6%
- CC1CCN(c2ccc(C(=O)NCc3cccs3)cn2)CC1
→ i	-1.0%	-10.5%	0.1%	?	-2.4%	-7.3%	-1.3%	13.4%	12.5%	-3.6%
- COC(=O)CNC(=O)C(C)NC(=O)OCc1ccccc1 (stereo not drawn)
→ nt	-0.2%	13.8%	-2.6%	-3.7%	-0.5%	-4.0%	3.1%	4.1%	4.7%	-0.2%
- COc1ccc2c(c1)c(C(O)CN1CCN(Cc3ccc4c(c3)OCO4)CC1)c(C)n2C (stereo not drawn)
→ i	1.6%	?	-2.0%	-66.8%[inhibitor]	-0.1%	-4.4%	-11.8%	22.3%	-24.1%	-7.3%
